Source: PubChem BioAssay (National Center for Advancing Translational Sciences (NCATS))
USP1 inh – Inhibitors of USP1/UAF1: Primary Screen. Ubiquitin carboxyl-terminal hydrolase 1 (Homo sapiens), O94782. recombinant USP1/UAF1, Ub-Rhodamine cleavage fluorescence. Potency, µM (titrated, usually from 57.1 µM), inactives show at the highest dose activity change, negative = inhibition, usual class: inhibitors. actives 0.23% (n = 390,000); note: potency is the fitted concentration of half-maximal effect; % is set by controls: 0 for no effect and ±100 for the full control effect; nearly all actives have a fitted effect of over 60% in size; inactives centre near -12
Target sequence (O94782 whole entry, looked up): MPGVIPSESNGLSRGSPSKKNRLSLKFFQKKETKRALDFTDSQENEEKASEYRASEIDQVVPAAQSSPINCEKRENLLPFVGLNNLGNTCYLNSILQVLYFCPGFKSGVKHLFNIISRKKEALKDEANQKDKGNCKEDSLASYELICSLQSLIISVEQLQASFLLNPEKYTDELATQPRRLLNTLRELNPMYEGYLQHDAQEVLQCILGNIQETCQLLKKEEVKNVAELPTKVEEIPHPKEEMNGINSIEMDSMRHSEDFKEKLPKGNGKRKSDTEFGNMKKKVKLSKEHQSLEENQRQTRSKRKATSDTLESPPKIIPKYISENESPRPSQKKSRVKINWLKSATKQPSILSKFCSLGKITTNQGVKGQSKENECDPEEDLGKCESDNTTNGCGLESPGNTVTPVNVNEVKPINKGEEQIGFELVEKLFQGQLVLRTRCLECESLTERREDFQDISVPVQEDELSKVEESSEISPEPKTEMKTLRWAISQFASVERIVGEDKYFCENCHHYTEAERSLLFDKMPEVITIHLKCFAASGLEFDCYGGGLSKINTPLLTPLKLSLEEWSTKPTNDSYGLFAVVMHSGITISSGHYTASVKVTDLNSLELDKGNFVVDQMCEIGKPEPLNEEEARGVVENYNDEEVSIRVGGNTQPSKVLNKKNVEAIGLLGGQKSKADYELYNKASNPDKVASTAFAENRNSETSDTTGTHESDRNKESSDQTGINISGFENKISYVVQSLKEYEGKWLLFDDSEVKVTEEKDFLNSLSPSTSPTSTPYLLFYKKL
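USP1/UAF1 complex (1 nM) preincubated 15 min at room temperature with compound, then Ub-Rho substrate (150 nM final) added. Kinetic fluorescence at 480/540 nm over 6 reads at 60 s intervals; 50 mM HEPES pH 7.8, 0.5 mM EDTA, 0.1 mg/ml BSA, 1 mM TCEP, 0.01% Tween-20.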
RXFP1 ag – qHTS Assay for Agonists of the Relaxin Receptor RXFP1; AID 2676, 2010; actives 0.3% (n = 370,000); Relaxin receptor 1 (Homo sapiens), Q9HBX9; HEK293T-RXFP1 cAMP TR-FRET, 30 min; response scale: percent of porcine relaxin response, buffer zero; Potency, µM (top dose mostly 57.5 µM), without a hit: top-dose activation, most hits filed as activators; note: potency is the fitted concentration of half-maximal effect; % is set by controls: 0 for no effect and ±100 for the full control effect; nearly all actives have a fitted effect of over 60% in size; many of its hits are not listed in these tables
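Agonist response is measured as cAMP accumulation in an RXFP1-transfected HEK293T line under PDE4 inhibition. Values are scaled between buffer-only and 29 nM porcine relaxin, and EC50s come from standard Hill equation fits.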
Vif-APOBEC3F blk – qHTS for Inhibitors of Vif-A3F Interactions: qHTS; HeLa A3F-eYFP + Vif (tagged APOBEC3F with the HIV-1 protein that degrades it), YFP fluorescence increase; Potency, µM (titrated, usually from 46.1 µM), for inactives: at the highest dose activity, negative = active; actives 0.2% (n = 390,000); AID 602313, 2012; note: potency is the fitted concentration of half-maximal effect; % of control where 0% means no effect; nearly all actives have a fitted effect of over 65% in size
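Fluorescence increase (Ex 488/Em 500-530) after overnight compound treatment at 37 deg C flags inhibition of Vif-driven A3F-eYFP loss in stable HeLa A3F-eYFP/Vif cells seeded overnight beforehand.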
Vif-APOBEC3G blk – qHTS for Inhibitors of Vif-A3G Interactions: qHTS. HeLa A3G-eYFP + Vif (tagged APOBEC3G with the HIV-1 protein that degrades it), YFP fluorescence, overnight. Potency, µM (titrated, usually from 46.1 µM), inactives show at the highest dose activity, negative = active, actives largely listed as inhibitors. actives 0.076% (n = 410,000);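 note: potency is the fitted concentration of half-maximal effect; % is set by controls: 0 for no effect and ±100 for the full control effect; nearly all actives have a fitted effect of over 60% in size; hits raise eYFP signal because A3G escapes Vif-driven loss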
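HeLa cells stably expressing Vif and C-terminally eYFP-tagged A3G, seeded overnight at 37 deg C, then exposed to compound by pintool overnight at 37 deg C. Rise in yellow fluorescence (Ex 488/Em 500-530, Acumen) marks blocked Vif-driven A3G degradation.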
Glioma ERSR ind – qHTS for Inducers of the Endoplasmic Reticulum Stress Response (ERSR) in Human Glioma: qHTS | Potency, µM, without a hit: at the top dose activation, usual class: activators | actives 0.02% (n = 420,000) | U87-MG GRP78 promoter luciferase reporter, 16 h; note: potency is the fitted concentration of half-maximal effect; series mostly up to about 76 µM; % of control where 0% means no effect; nearly all actives have a fitted effect of over 35% in size
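Stably transfected U87-MG glioma cells carrying a GRP78-based luciferase sensor; 16 h compound incubation. Luminescence end-point read 10 min after Bright-Glo addition at room temperature.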
LDHA inh – qHTS assay for inhibitors of human lactate dehydrogenase | actives 0.15% (n = 480,000) | purified LDHA, NADH/diaphorase-resazurin fluorescence; active compounds read low | AID 1347041, 2019 | activity change, % (values are at about 110 or 230 µM) | L-lactate dehydrogenase A chain (Homo sapiens), P00338; in the data active = activity change below about -30%; inconclusive = mostly about -25% to -30%;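 note: plate controls were DMSO wells for no effect and wells without enzyme for full effect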
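Resorufin fluorescence (ex540/em590), read at 0 and 20 min after diaphorase/resazurin addition, reports the NADH left after a 5 min room-temperature reaction of 2 nM human LDH5 with 0.06 mM NADH and 0.2 mM pyruvate.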
PI4K2A block – qHTS for small molecular inhibitors of PI4K2A. actives 0.13% (n = 420,000). activity change, negative = inhibition, % at 76.9 µM. purified PI4K2A, ADP-Glo luminescence, 1 h; active compounds read low. Phosphatidylinositol 4-kinase type 2-alpha (Homo sapiens), Q9BTU6; in the data active = activity change below about -50%; inconclusive = mostly about -30% to -49%;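 note: -100% = wells without enzyme as full effect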
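Compounds are screened against recombinant PI4K2A using PI as substrate and ATP, the latter dispensed at 300 microM. Reactions run one hour at ambient temperature before ADP-Glo detection; full inhibition defined by wells lacking enzyme.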
TrxR1 substrate – qHTS Assay for Substrates of Mammalian Selenoprotein Thioredoxin Reductase 1 (TrxR1): qHTS; Potency, µM (top dose mostly 114 µM), without a hit: top-dose activity change, negative = substrate turnover; actives 0.01% (n = 390,000); purified TrxR1 substrate turnover, NADPH consumption readout; note: potency is the fitted concentration of half-maximal effect; % is set by controls: 0 for no effect and ±100 for the full control effect; nearly all actives have a fitted effect of over 50% in size
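Rat TrxR1, dispensed at 90 nM, was prereduced with 400 uM NADPH (final) for 5 min at ~22 deg C, then incubated with compound 15 min before 400 uM selenite. A first-read NADPH fluorescence drop versus no-compound background flagged substrates.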
IDH1 R132H inh – qHTS for Inhibitors of mutant isocitrate dehydrogenase 1 (IDH1): qHTS; Isocitrate dehydrogenase [NADP] cytoplasmic (Homo sapiens), O75874; Potency, µM (titrated, usually from 76.6 µM), without a hit: top-dose activity change, negative = inhibition, actives largely listed as inhibitors; AID 602179, 2012; IDH1-R132H enzyme, NADPH consumption, diaphorase/resazurin fluorescence; actives 0.093% (n = 390,000); note: potency is the fitted concentration of half-maximal effect; % is set by controls: 0 for no effect and ±100 for the full control effect; nearly all actives have a fitted effect of over 65% in size
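IDH1-R132H (0.5 ug/mL) preincubated 30 min with compound, then NADPH (0.016 mM) and alpha-KG (2 mM) added; 80 min at RT, pH 7.5. Remaining NADPH coupled via diaphorase/resazurin to fluorescence (540/590 nm); concentration-response curves normalized to no-enzyme control.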
* marks the source's active call; other numbers are inactive results; ? = inconclusive; . = no result given; & = joins results of further samples; [ ] = another dose, or the depositor's remark. Unless noted, calls come from the whole dose curve; as a rule, active = well fitted curve in the direction sought with a large enough effect; inconclusive = small, poorly fitted or top-dose-only effect, or another doubt; inactive = no such curve, though single readings can be large; an effect the other way counts as inactive or inconclusive. This is a subset; count on the stated rates, not on these rows.

SMILES	USP1 inh	RXFP1 ag	Vif-APOBEC3F blk	Vif-APOBEC3G blk	Glioma ERSR ind	LDHA inh	PI4K2A block	TrxR1 substrate	IDH1 R132H inh
O=C(C1=C(O)C(=O)N(c2ncccn2)C1c1ccc(Cl)cc1)c1ccco1 (centres undefined)	-12.7%	?	-4.1%	0.5%	-6.0%	2.4	9.8	3.8%[57.1 µM]	13.7%
Cc1cc(Nc2cnc3ccccc3n2)n(-c2ccccc2)n1	-12.0%	-0.6%	-4.9%	0.9%	0.1%	-2.9	10.0	-0.2%	4.9%
COc1cccc(CNC(=O)CCCn2c(=O)c3cccn3c3ccc(F)cc32)c1OC	-5.4%	?	-0.3%	-1.5%	-2.4%	-5.8	-1.5	8.9%[11.4 µM]	-10.6%
COc1ccccc1N1CCN(C(=O)c2cc(CC(C)C)on2)CC1	?	1.2%	0.3%	-5.6%	-2.5%	7.6&1.0	2.3	-2.4%	-18.2%
Cc1cccc(NC(=O)CN2C(=O)CCSc3ccc(S(=O)(=O)N4CCOCC4)cc32)c1C	-15.9%	-0.2%	0.3%	-0.9%	-3.6%	-2.8	8.0	0.3%[57.1 µM]	-9.0%
Cc1ccc(N=Nc2ccc(C)cc2NC(=O)Nc2ccccc2F)cc1	-20.6%	1.4%	-2.0%	-0.4%	-5.0%	-1.7	3.0	-4.7%	12.1%
O=C(CNCc1ccccc1)Nc1ccccc1-c1ccccc1	-7.8%	-1.0%	-13.3%	-0.7%	-3.7%	-5.4	2.8	1.9%[57.1 µM]	11.5%
Cc1c(Cl)cccc1NC(=O)CN1C(=O)COc2ccc(S(=O)(=O)N3CCOCC3)cc21	-22.3%	4.8%	0.4%	3.4%	-1.2%	-16.3	-1.6	1.6%	-3.5%
Cn1cc(S(=O)(=O)c2ccc(Cl)cc2)c(=O)c2cc(F)c(N3CCOCC3)cc21	5.7%	2.7%	0.3%	1.9%	-1.6%	0.2	0.3	1.7%	-6.9%
COc1ccc(Oc2ccc(C(F)(F)F)cc2N)cc1	-1.9%	0.6%	1.2%	0.9%	5.1%	0.4	5.8	-4.2%	6.6%
CCC(=O)NC(=S)Nc1ccc(NC(=O)c2ccco2)cc1	-19.6%	-0.9%	10.6%	-0.6%	8.3%	-5.1	2.2	1.7%[57.1 µM]	-4.9%
Cc1nn2c3c(cnc2c1-c1ccccc1)C(=O)CC(c1ccccc1)C3 (centres undefined)	-14.0%	-1.4%	-0.6%	-1.6%	-6.0%	-4.5	10.9	4.4%[57.1 µM]	11.2%
Cc1ccc(NC(=O)CN(C)C(=O)c2ccc(S(=O)(=O)N(C)c3ccccc3)cc2)cc1	-8.5%	-0.1%	13.5%	3.4%	0.8%	-1.5	-0.9	-6.9%	-9.4%
O=c1nc2s/c(=C\c3ccco3)c(=O)n2nc1Cc1ccccc1	1.5%	-0.3%	4.3%	-0.3%	3.1%	5.9	-19.5	-6.9%	6.9%
O=C(Nc1nc(-c2cccc(Br)c2)cs1)Oc1ccccc1	-6.6%	1.5%	-4.1%	-0.1%	6.5%	-7.7	0.7	6.6%	-2.8%
COc1ccc(C(OC(=O)c2ccco2)C(=O)NCC2CCCO2)cc1 (centres undefined)	-18.6%	-0.3%	0.0%	0.8%	-3.7%	-4.5	-2.5	1.8%[57.1 µM]	-8.1%
COc1ccccc1CNC(=O)C1CC(c2ccccc2F)=NO1 (centres undefined)	4.5%	3.9%	1.9%	-6.6%	6.2%	1.0	1.1	-2.4%[57.1 µM]	-3.9%
Cc1ccc(CN2CCN(/N=C/c3cc(Br)ccc3F)CC2)cc1	-7.3%	-0.7%	-7.3%	-4.4%	-6.2%	-0.4	4.3	-4.7%	-0.2%
CN(C)S(=O)(=O)c1ccc(C(=O)Nc2cccc(S(=O)(=O)NC3=NCCC3)c2)cc1	-10.1%	-0.4%	3.9%	1.9%	-1.2%	0.1	1.5	-2.0%	-6.3%
Cc1sc(NC(=O)/C=C/c2ccc3c(c2)OCO3)nc1-c1ccccc1	-9.5%	0.7%	-11.1%	-3.6%	-3.9%	-4.9	3.1	9.8%	1.3%

Three compounds out of the list above, ordered by the number in LDHA inh, highest first:
Structure,LDHA inh
CN(C)S(=O)(=O)c1ccc(C(=O)Nc2cccc(S(=O)(=O)NC3=NCCC3)c2)cc1,0.1
COc1ccc(C(OC(=O)c2ccco2)C(=O)NCC2CCCO2)cc1 (centres undefined),-4.5
CCC(=O)NC(=S)Nc1ccc(NC(=O)c2ccco2)cc1,-5.1

(more compounds)
SMILES	USP1 inh	RXFP1 ag	Vif-APOBEC3F blk	Vif-APOBEC3G blk	Glioma ERSR ind	LDHA inh	PI4K2A block	TrxR1 substrate	IDH1 R132H inh
C=CCn1c(SCC(=O)c2ccc(O)c(O)c2)nnc1-c1cccc(Cl)c1	-13.4%	0.4%	-0.7%	-5.2%	3.9%	23.8	-3.5	-11.2%	-3.6%
CCC1(C)Cc2c(C#N)c(SC)nc(N3CCOCC3)c2CO1 (centres undefined)	-11.3%	.	5.1%	-0.5%	0.8%	-2.5	3.6	1.6%	-0.9%
CCNC(=S)N(CCc1c(C)[nH]c2ccc(Cl)cc12)Cc1cccnc1	?	-2.6%	8.3%	0.9%	5.8%	-3.2	2.5	1.3%	4.8%
C=CCn1c(CCNC(=O)c2cccs2)nnc1SCC(=O)c1ccc(Br)cc1	-20.7%	2.4%	-3.5%	0.1%	-3.3%	-1.9	3.5	9.0%[57.1 µM]	0.0%
Cc1ccccc1-c1csc(C(O)c2ccc(F)c(F)c2)n1 (centres undefined)	.	.	.	-11.6%	-0.7%	-4.6	-4.0	.	.
O=S(=O)(c1ccccc1)N1CCC(N2CCCCCC2)CC1	-16.5%	-1.3%	-4.0%	-2.1%	-3.4%	-5.6	6.0	8.9%	7.0%
O=C(NC(Nc1ncc(S(=O)(=O)c2ccc([N+](=O)[O-])cc2)s1)(C(F)(F)F)C(F)(F)F)c1ccc(Cl)cc1	-21.2%	-3.2%	6.9%	-6.0%	-2.4%	2.8	-6.2	-15.9%	-4.9%
Cc1nc(C)c(C(=O)OCC(=O)NCCc2ccc(S(N)(=O)=O)cc2)s1	-5.1%	1.0%	-12.3%	-0.1%	-6.0%	-3.7	4.5	-0.4%	0.5%
CCN(CC)C(=O)CCCSc1nnc(Nc2ccccc2F)s1	-18.3%	1.7%	-13.1%	2.5%	-0.7%	-4.0	0.7	-1.9%[57.1 µM]	22.3%
N#Cc1cc(C(=O)c2ccccc2O)cn(-c2ccc(Cl)cc2)c1=O	-22.3%	-1.8%	?	-7.1%	-3.5%	-2.2	2.3	-2.0%[57.1 µM]	-6.9%
N#Cc1ccc(CSc2nnc(-c3ccncc3)n2CCc2ccccc2)cc1	-7.6%	1.3%	-0.3%	2.5%	-4.3%	-7.7	2.1	-8.2%	10.5%
Cc1ccc(C(=O)CCC(=O)OC(C)C(=O)NC2CCCCC2C)cc1 (centres undefined)	0.8%	1.1%	1.1%	7.7%	5.9%	-6.1	3.6	-4.9%	-7.5%
C[C@H](CO)N1C[C@H](C)[C@@H](CN(C)S(=O)(=O)c2ccccc2F)Oc2ncc(C#Cc3cccnc3)cc2C1=O	-8.2%	.	-7.6%	-0.7%	0.1%	-1.4	4.4	.	9.0%
Cc1ccc2c(COC(=O)CNC(=O)c3ccccc3)cc(=O)oc2c1	-14.0%	0.8%	-5.2%	0.8%	-1.1%	2.8&-0.6	-3.4	4.1%	6.3%
Cc1ccc(CNC(=O)C2CCCN(S(=O)(=O)c3ccc(-n4cnnn4)cc3)C2)cc1 (centres undefined)	-12.3%	1.4%	8.7%	0.7%	-2.5%	-6.3	-1.5	5.9%	-2.9%
NC[C@H](Cc1ccccc1)NCCc1cc(C(F)(F)F)cc(C(F)(F)F)c1	-3.1%	.	6.4%	-9.0%	-2.2%	3.8	-3.6	-4.5%	1.7%
CCOC(=O)N1CCN(CC(=O)Nc2ccc(C)cc2)CC1	12.1%	1.3%	-4.8%	-0.6%	-1.2%	0.2	-2.5	2.1%	1.8%
CCOC(=O)N1CCN(C(=O)CN2C(=O)NC(C)(c3ccc4ccccc4c3)C2=O)CC1 (centres undefined)	-8.8%	0.4%	-4.1%	1.3%	-2.2%	-4.9	0.5	-2.0%	4.9%
CCN(CC)CCOC(=O)c1ccc(NC(=O)c2cccc(C)c2[N+](=O)[O-])cc1	-13.8%	1.5%	2.1%	-3.7%	0.1%	-18.2	-1.4	-2.6%	0.0%
CCCCOc1ccc(C(=O)Nc2ccc(-c3nc4ccccc4s3)cc2C)cc1	-12.0%	?	2.4%	3.1%	1.8%	-3.6	-0.9	9.3%	22.5%
COCCCC1CCN(Cc2nc(-c3ccccc3)no2)CC1	3.2%	-0.7%	1.9%	2.2%	4.1%	-2.1	4.4	-22.6%[57.1 µM]	8.9%
